Screens as filed in PubChem.
HKDC1 inh – HKDC1 hexokinase inhibitors, primary screen, biochemical, fluorescence, uHTS; Q2TB90; recombinant HKDC1, G6PDH/diaphorase resazurin coupled fluorescence; inhibition, % at 20 µM; actives 0.16% (n = 340,000); AID 493160, 2011;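 active = inhibition above about 35% when tested at 20 µM, limit read from the data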;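 also: plate controls were DMSO wells with enzyme for no effect and DMSO wells lacking enzyme for full effect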
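System: Recombinant HKDC1 hexokinase | Amount: HKDC1 at 5 µg/mL | Reagent: Glucose with 1 mM ATP | Doses: Single 20 µM dose | Incubation: Reaction time 90 min, room temperature, protected from light | Signal: Coupled resazurin fluorescence, excitation 525 nm, emission 613 nm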
SENP8 block-1 – human SENP8 protease inhibitors, primary screen, biochemical, fluorescence, Nedd8 protein substrate, uHTS | AID 602440, 2012 | inhibition, % at 20 µM | recombinant SENP8 | Sentrin-specific protease 8 (Homo sapiens), Q96LD8 | actives 0.64% (n = 360,000); in the data active = inhibition mostly above about 40%, no sharp cut-off; inactive = mostly below about 27%
Target sequence (Q96LD8 whole entry, looked up): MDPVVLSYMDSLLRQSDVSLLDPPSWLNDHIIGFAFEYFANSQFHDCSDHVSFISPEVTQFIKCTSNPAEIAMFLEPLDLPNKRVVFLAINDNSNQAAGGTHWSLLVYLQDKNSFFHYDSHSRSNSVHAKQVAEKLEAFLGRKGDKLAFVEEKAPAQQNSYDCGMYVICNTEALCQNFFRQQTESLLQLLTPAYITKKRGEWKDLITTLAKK
NLRP3 yeast inh – NALP3 inflammasome inhibitors in reconstituted yeast, primary screen, luminescence, uHTS; inhibition, % at 10 µM; Yeast reconstituted NLRP3/ASC/caspase-1, beta-gal luminescence, 24 h; actives 0.39% (n = 330,000);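 active = inhibition of 50% or more; inactive = inhibition below 50%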;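 also: plate controls were induced DMSO wells for no effect and uninduced yeast grown without galactose for full effect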
SENP8 block-2 – SENP8 protease inhibitors, primary screen, biochemical, luminescence; AID 2540, 2010; purified SENP8, Z-RLRGG-aminoluciferin cleavage; inhibition, % at 10 µM; Sentrin-specific protease 8 (Homo sapiens), Q96LD8; actives 1.2% (n = 330,000); in the data active = inhibition above about 50%
SENP7 block – SENP7 protease inhibitors, primary screen, biochemical, luminescence, uHTS | inhibition, % at 5 µM | recombinant SENP7, Z-RLRGG-aminoluciferin luminescence, 40 min | actives 1.5% (n = 330,000) | Sentrin-specific protease 7 (Homo sapiens), Q9BQF6;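 active = inhibition above about 50% at the single test dose, limit read from the data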;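 also: plate controls were DMSO with enzyme for no effect and no enzyme buffer wells for full effect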
Target sequence (Q9BQF6 706-1050 limits assumed): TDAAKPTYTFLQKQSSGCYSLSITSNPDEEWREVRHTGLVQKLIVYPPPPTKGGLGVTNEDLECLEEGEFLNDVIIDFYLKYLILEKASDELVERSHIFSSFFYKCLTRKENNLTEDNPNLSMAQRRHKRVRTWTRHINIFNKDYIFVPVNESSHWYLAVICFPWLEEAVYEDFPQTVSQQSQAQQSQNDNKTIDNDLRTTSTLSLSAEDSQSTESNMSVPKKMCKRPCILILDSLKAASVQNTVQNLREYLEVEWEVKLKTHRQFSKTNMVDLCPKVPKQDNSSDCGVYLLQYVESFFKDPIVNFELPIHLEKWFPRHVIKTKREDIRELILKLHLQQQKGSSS
SENP6 block – SENP6 protease inhibitors, primary screen, biochemical, luminescence, uHTS; Sentrin-specific protease 6 (Homo sapiens), Q9GZR1; Recombinant SENP6 catalytic domain, aminoluciferin luminescence; inhibition, % at 10 µM; actives 1.8% (n = 330,000); AID 2599, 2010;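 active = inhibition above about 50% at the single tested dose, limit read from the data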;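 also: plate controls were DMSO wells with enzyme for no effect and DMSO wells lacking enzyme for full effect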
PfGluPho inh – PfG6PD enzyme inhibitors, primary screen, biochemical, fluorescence intensity, uHTS. inhibition, % at 20 µM. PfGluPho enzyme, NADPH resazurin-diaphorase fluorescence. actives 0.78% (n = 350,000). glucose-6-phosphate dehydrogenase-6-phosphogluconolactonase (Plasmodium falciparum 3D7);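 active = inhibition reaching at least a set limit at 20 µM in the primary screen, cut at about 59% in these data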;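 also: 0% = DMSO wells with substrate and 100% = DMSO wells lacking glucose-6-phosphate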
SENP1 FRET inh – human SENP1 catalytic domain inhibitors, primary screen, biochemical, FRET, uHTS; Sentrin-specific protease 1 (Homo sapiens), Q9P0U3; recombinant SENP1 catalytic domain, CyPet-SUMO1-YPet FRET cleavage; inhibition, % at 10 µM; actives 0.21% (n = 360,000);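 active = inhibition at least 30% at 10 µM, raw YFP signal under a set limit, fluorescence ratio 0.5 to 1.5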;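 also: 0% = enzyme with DMSO and 100% = no enzyme wells; some results filed as inactive read as strong as hits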
Target sequence (Q9P0U3 419-644 limits assumed): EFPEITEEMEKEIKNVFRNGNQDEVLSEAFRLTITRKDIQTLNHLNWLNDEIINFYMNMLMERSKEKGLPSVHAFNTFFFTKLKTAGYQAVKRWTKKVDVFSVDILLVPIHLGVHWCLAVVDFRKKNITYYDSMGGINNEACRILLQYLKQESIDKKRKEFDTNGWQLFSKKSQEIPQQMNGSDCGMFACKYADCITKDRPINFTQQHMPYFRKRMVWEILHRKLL
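Controls: no-enzyme wells low, DMSO-plus-enzyme wells high control. Test system: human recombinant His6-tagged SENP1 catalytic domain enzyme. Reagent: SFCypet-SUMO1-SFYpet FRET protein substrate, 25 nM final. Doses: one dose per compound, 10 µM, 0.5% DMSO. Detection: FRET, CFP and YFP emission. Timing: 50 min reaction at room temperature.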
Apaf-1 inh – inhibitors of human Apaf-1 apoptosome, primary screen, biochemical, DEVD-Rh110 fluorescence, uHTS | inhibition, % at 20 µM | reconstituted apoptosome caspase-3 activity | Apoptotic protease-activating factor 1 (Homo sapiens), O14727 | actives 0.71% (n = 330,000) | AID 489030, 2010; active = inhibition of at least 40% at 20 µM;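 also: plate controls were DMSO wells for no effect and DEVD-CHO caspase inhibitor wells for full effect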
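Material: reconstituted apoptosome with Apaf-1, cytochrome c, caspase-9, procaspase-3, dATP. Technique: Rh110 fluorescence intensity. Buffer or medium: pH 7.5 Hepes buffer with CHAPS, BSA, DTT. Times: 30 min plus 50 min, RT.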
Numbers without * were called inactive; / = not tested or not shown; & = joins results of further samples. Rows are unselected. About 4.1% of those tested had a hit in this group.

SMILES	HKDC1 inh	SENP8 block-1	NLRP3 yeast inh	SENP8 block-2	SENP7 block	SENP6 block	PfGluPho inh	SENP1 FRET inh	Apaf-1 inh
COc1cccc(C(=O)N(Cc2cccs2)C2CCS(=O)(=O)C2)c1 (stereo not drawn)	-3	27	10	-10	8	-27	-1	1	-13
C=CCOc1c2ccc(C(=O)N(CC)c3ccc(OC)cc3)cc2nn1C	-3	-476	6	-2	-1	-11	-3	1	-4
O=C(CSc1nnc(C2CC2)n1CC1CCCO1)Nc1ccccc1Cl (stereo not drawn)	1	12	3	7	-4	-16	0	-2	1
Cc1nc2ccc3nc(NC(=O)C4COc5ccccc5O4)sc3c2s1 (stereo not drawn)	1	-4	22	-14	-13	-13	-7	-3	19
Cn1nnc(NC(=S)NC(=O)c2ccco2)n1	-4	15	16	-3	4	-16	-13	0	4
CCOC(=O)c1cc(CC)sc1/N=C/c1c(O)ccc2ccccc12	13	-75	6	-6	13	11	14	-36	-1
NCCCCCc1nnc(SCc2ccc(Cl)cc2Cl)o1	5	9	31	-3	0	0	-3	2	-9
O=C(CN1C(=O)C2CCCCC2C1=O)Nc1cc(C(F)(F)F)ccc1N1CCCC1 (stereo not drawn)	1	6	6	1	-4	-3	-15	1	8
CC(C)CC(=O)C(=O)O	2&-3	5&11	1&10	2&-6	3&0	-10&-10	0&-17	3&-4	1&8
CCOC(=O)N1CCN(C(=O)CCCn2c(=S)[nH]c3ccccc3c2=O)CC1	-2	14	25	0	7	-7	8	1	6
Cc1ccccc1-c1c(C)oc2cc(O)ccc2c1=O	-5	-275	14	2	-1	-14	-3	1	-14
Cc1cc(C)n(C(=O)C2CCCN2S(=O)(=O)c2ccc(Cl)cc2)n1 (stereo not drawn)	-8	6	-16	6	0	8	-4	2	-5
CCOc1ccc(CCNC(=O)Cn2nc(C)n3cccc3c2=O)cc1OCC	0	2	6	-4	2	6	11	0	-3
Cc1oc(S(=O)(=O)N2CCOCC2)cc1C(=O)Nc1ccc(F)cc1	-6	9	-3	0	12	-10	2	-2	-2
Cc1ccc(CNC(=O)c2ccc(N3CCC4(CC3)CC(c3cccc(Br)c3)=NO4)c(NC(=O)c3ccccc3)c2)cc1	-4	20	21	2	4	1	8	0	0
Cc1cccc(NC(=O)CCN2CCN(C)CC2)c1	-1	9	23	-7	7	-1	-5	0	6
COc1ccccc1CN1C(=O)[C@@H]2Cc3c([nH]c4ccccc34)C(C)(C)N2C1=O	-4	11	24	2	4	-17	20	-12	6
COC(=O)c1cc(NC(=O)CC2C(=O)NCCN2C(=O)c2ccc(F)cc2)cc(C(=O)OC)c1 (stereo not drawn)	-12	13	15	7	8	19	6	1	-13
CSCCC(NC(=O)c1cccc(S(=O)(=O)N2CCOCC2)c1)c1nc2ccccc2[nH]1 (stereo not drawn)	-2	6	-7	2	-6	4	-5	-3	-4
CCn1nc(C(=O)N2CCc3ccccc32)c2ccccc2c1=O	2	0	14	-5	-1	0	22	-2	18
Cc1cccc(NC(=O)CN2C(=O)N/C(=C/c3cc(C)n(-c4cccnc4)c3C)C2=O)c1	-3	-344	6	4	6	3	-1	-72	8
CC(O)CN(Cc1ccc(Cl)cc1)CC(C)O (stereo not drawn)	12	7	4	-4	10	-35	-17	-1	-18
COc1ccc(C(CNC(=O)c2cccc(S(=O)(=O)Nc3ccc(F)cc3)c2)N2CCOCC2)cc1 (stereo not drawn)	0	-5	/	/	/	/	2	2	/
CCCn1c(-c2ccc[nH]c2=O)nc2cc(C)c(C)cc21	-4	-372	14	3	1	-3	-1	-23	3
O=S(=O)(Nc1nc2ccccc2nc1N1CCN(c2ccccc2)CC1)c1ccc(F)cc1	2	-273	22	4	1	17	-33	-116	10
SMILES	HKDC1 inh	SENP8 block-1	NLRP3 yeast inh	SENP8 block-2	SENP7 block	SENP6 block	PfGluPho inh	SENP1 FRET inh	Apaf-1 inh
O=C(COc1ccccc1)OCC(=O)c1ccc(S(=O)(=O)N2CCCCC2)cc1	1	0	7	-6	-15	-12	-27	0	16
C=CCN1C(=O)c2ccccc2C1(O)Cc1ccccc1 (stereo not drawn)	-2	12	31	1	9	-3	8	0	4
Cc1ccc(S(=O)(=O)N2CCN(C(=O)CC(C)C)CC2)cc1	-8	11	16	3	0	-26	-1	0	5
COc1ccc(C(=O)Nc2ccc(S(=O)(=O)N3CCCC3)cc2)cc1[N+](=O)[O-]	1	9	7	6	-5	-7	16	-1	11
CCOC(=O)[C@@H]1[C@H]2COc3ccccc3[C@@H]2N2C(=O)N(c3cccc(Cl)c3)C(=O)[C@@]12C	0	14	10	-5	-6	3	13	-2	8
COc1ccc(NC(=O)Cn2nnc(C(=O)NCc3cccs3)c2N)c(OC)c1	-1	17	8	-17	-9	-7	-9	2	-3
Nc1c(C(=O)N2CCOCC2)oc2ccccc12	-3	-266	9	-1	0	-9	-9	1	-10
CCOP(=O)(OCC)/C(=N/OC(=O)c1ccc(Cl)cc1Cl)C(N)=O	-2	21	18	2	2	-22	-4	1	-12
COc1ccc(/C=N/Nc2nonc2N)cc1OC	-3	19	5	2	3	-6	-8	0	1
O=C(NCC(=O)N(Cc1ccccc1)C(C(=O)NCC1CCCO1)c1ccccc1)c1cccs1 (stereo not drawn)	-11	13	9	-1	4	-16	15	2	-14
Cc1ccnc(NC(=O)c2cc3cc(F)ccc3s2)c1	2	-66	43	73*	73*	87*	57	-1	14
COc1ccccc1/C=C1\SC(=S)N(CCC(=O)NNC(=O)c2ccccc2O)C1=O	-2	26	12	-14	-6	13	-26	-10	13
CCC(=O)c1c(NCCc2ccccc2)cc(C)oc1=O	-6	13	12	3	0	11	-10	-1	3
CCOP(=O)(OCC)C(C)(C)NC(=O)Nc1ccc(Cl)c(Cl)c1	-1	24	7	-8	-15	-4	-12	2	-1
Cc1cccc(C)c1NC(=S)N/N=C/c1ccc(C(=O)O)cc1	-4	18	14	-2	-9	-27	11	-1	-2
O=C(COc1cccnc1[N+](=O)[O-])N1CCc2ccccc2C1	0	9	4	5	-1	-6	-1	0	-4
O=C(Nc1cccc(Br)c1)c1ccc2snnc2c1	-4	7	33	-17	34	15	7	1	15
CCSc1nnc(NC(=O)CSc2c(Cl)cccc2Cl)s1	-1	21	14	4	1	-3	28	-2	15
COC(=O)c1sc2nc(SCC(=O)N(C)c3ccccc3)n(N)c(=O)c2c1C	-3	-389	6	-3	-8	-9	8	-21	-1
COCCn1c(-c2ccc(OC)cc2)nc2ccccc21	-2	7	18	-3	-3	-20	10	-1	-1
CC(=O)Nc1ccc(OCC(O)Cn2nc(C)nc2C)cc1 (stereo not drawn)	-8	13	15	-3	1	-1	-3	0	-1
CN(Cc1ccc(Cl)cc1Cl)C(=O)c1cccc(S(=O)(=O)NCc2ccccc2)c1	-2	2	/	/	/	/	24	3	/
N#Cc1cccc(S(=O)(=O)NCC(=O)NCc2ccc3c(c2)OCO3)c1	-1	0	9	4	-3	-8	-1	-5	-8
COc1ccc(-c2cc(C#N)nc(Cl)n2)cc1	-1	-437	17	-4	-4	-4	0	1	-4
Cc1ccc(N(Cc2ccccc2)C(=O)c2cccc(F)c2)cc1	4	-2	-6	-12	14	-4	-10	0	3

Only NLRP3 yeast inh, SENP8 block-2 and SENP6 block, for some of the entries so far:
Molecule	NLRP3 yeast inh	SENP8 block-2	SENP6 block
CCOP(=O)(OCC)C(C)(C)NC(=O)Nc1ccc(Cl)c(Cl)c1	7	-8	-4
Cc1cccc(C)c1NC(=S)N/N=C/c1ccc(C(=O)O)cc1	14	-2	-27
O=C(COc1cccnc1[N+](=O)[O-])N1CCc2ccccc2C1	4	5	-6

More results.
SMILES	HKDC1 inh	SENP8 block-1	NLRP3 yeast inh	SENP8 block-2	SENP7 block	SENP6 block	PfGluPho inh	SENP1 FRET inh	Apaf-1 inh
CCOc1ccc(C2=Nn3c(nnc3-c3ccccc3)SC2)cc1Cl	-5	12	1	8	1	-11	-6	2	-6
CC(C)CNC(=S)NC1CC2CCCC(C1)N2Cc1ccco1 (stereo not drawn)	-7	8	3	-3	-7	-3	-23	2	4
CN(CCCCCCN(C)Cc1ccccc1O)Cc1ccccc1O	-7	8	12	4	-1	2	-12	0	2
COC(=O)c1cn(NC(=O)Cc2cccc(C(F)(F)F)c2)c(=O)c2ccccc12	4	-4	2	3	4	-3	-21	-2	-3
CCn1nc(C)c(CNC(=O)c2cc(COc3cncc(Cl)c3)on2)c1C	-4	1	13	-10	-3	9	10	-1	-4
Cn1c(C(=O)NCc2cccnc2)cc2sccc21	-12	8	8	-4	4	14	5	-8	0
O=C(NC1CCCCC1)c1cc2nc(-c3ccco3)cc(C(F)(F)F)n2n1	4	-385	/	/	/	/	6	12	/
O=C(N/N=C/c1ccc[nH]1)c1ccccc1OCc1ccc(F)cc1	-5	-272	-5	9	-2	4	9	-12	-3
Cc1noc2ncnc(Oc3ccc(C(C)(C)C)cc3)c12	-13	5	43	-13	-10	-15	17	1	2
Cc1ccccc1N1CC(C(=O)Nc2ccc(S(=O)(=O)N3CCCCC3)cc2)CC1=O (stereo not drawn)	-4	0	10	-9	-5	14	25	-1	12
Cn1c(CNC(=O)c2ccc3c(c2)OCO3)nnc1SCC(=O)Nc1ccc(F)cc1	-6	13	10	3	0	-1	5	0	-5
COc1ccc(C2=NN(C(=O)C(O)c3ccccc3)C(O)(C(F)(F)F)C2)cc1 (stereo not drawn)	-3	15	16	-4	-7	-3	6	1	6
COc1ccc(/C=C/C(=O)OCC(=O)Nc2ccc(Cl)cc2F)cc1S(=O)(=O)N1CCOCC1	-8	0	7	1	3	-17	3	-2	10
O=c1[nH]c(N2CCOCC2)nc2ccccc12	-5	-226	17	-1	6	-18	-2	-1	-8
O=C(CSc1ccc(Br)cc1)NCC1(N2CCCCC2)CCCCC1	0	1	/	/	/	/	-2	-5	/
Cc1ccc(SCC(=O)NC2CCS(=O)(=O)C2)cc1 (stereo not drawn)	-7	7	0	5	3	0	1	0	-9
CN(C)CCCN=C(NO)c1ccc(Cl)cc1Cl	2	6	8	2	-2	-3	-6	-1	-21
COc1ccc(-c2n[nH]c(C)c2-c2ccc(OC)c(OC)c2)c(O)c1	-3	7	8	-6	1	-6	-7	5	3
COC(=O)Cn1ncc(N2CC(C)OC(C)C2)c(Cl)c1=O (stereo not drawn)	-8	12	11	2	0	12	4	1	-5
O=C(Cc1c(F)cccc1Cl)Nc1cccc(S(=O)(=O)NC2=NCCCCC2)c1	2	7	10	-4	-1	-7	6	2	6
